UBC13 polyUb: inhibitors of human UBC13 polyubiquitin chain formation; 330,000 compounds, 0.47% hits; AID 485273; P61088; TR-FRET; inhibition, % at 20 µM; in the data active = inhibition above about 45%, passing the limit was not always enough
Target sequence (P61088 whole entry, looked up): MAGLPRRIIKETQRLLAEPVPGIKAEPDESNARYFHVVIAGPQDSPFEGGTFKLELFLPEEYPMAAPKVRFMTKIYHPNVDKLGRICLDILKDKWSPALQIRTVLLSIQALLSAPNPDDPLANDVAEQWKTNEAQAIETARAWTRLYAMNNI
Apaf1 inhib: human Apaf-1 inhibition; inhibition, % at 20 µM; reconstituted apoptosome caspase-3 activity, DEVD-Rh110 fluorescence; AID 489030; 330,000 compounds, 0.71% hits; O14727; active = inhibition of at least 40% at 20 µM;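 note: plate controls were DMSO wells for no effect and DEVD-CHO caspase inhibitor wells for full effect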
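Material: reconstituted apoptosome with Apaf-1, cytochrome c, caspase-9, procaspase-3, dATP / Buffer or medium: pH 7.5 Hepes buffer with CHAPS, BSA, DTT / Also added: cytochrome c with DEVD-Rh110 / Schedule: compound with Apaf-1, dATP, procaspase-3 30 min, then 50 min reaction, room temperature / Technique: rhodamine 110 fluorescence at Ex 480/Em 540 nm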
A3G deaminase: blocks human APOBEC3G single-stranded DNA deamination. recombinant A3G, ssDNA deamination FAM/TAMRA fluorescence. inhibition, % at 20 µM. 330,000 compounds, 0.28% hits;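 active = inhibition of at least 40% at 20 µM, with no more than 30% in the related APOBEC3A deaminase screen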;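 note: plate controls were DMSO wells with A3G for no effect and wells lacking A3G enzyme for full effect; some compounds called inactive have numbers as strong as hits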
Target sequence (Q9HC16 whole entry, looked up): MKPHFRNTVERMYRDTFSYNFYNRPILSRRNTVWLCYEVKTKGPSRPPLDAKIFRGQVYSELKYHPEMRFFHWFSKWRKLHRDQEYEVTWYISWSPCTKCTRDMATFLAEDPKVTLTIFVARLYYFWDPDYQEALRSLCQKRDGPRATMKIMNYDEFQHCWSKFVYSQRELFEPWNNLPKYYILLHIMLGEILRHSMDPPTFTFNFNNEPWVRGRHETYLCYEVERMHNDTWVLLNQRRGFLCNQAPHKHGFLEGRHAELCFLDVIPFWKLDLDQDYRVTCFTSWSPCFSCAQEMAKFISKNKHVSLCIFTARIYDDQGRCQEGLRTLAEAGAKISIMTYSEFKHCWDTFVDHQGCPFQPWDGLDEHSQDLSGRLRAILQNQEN
SENP6 inh: SENP6 protease inhibition. Q9GZR1. Recombinant SENP6 catalytic domain, aminoluciferin luminescence. inhibition, % at 10 µM. 330,000 compounds, 1.8% hits. AID 2599;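 active = inhibition above about 50% at the single tested dose, limit read from the data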;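 note: plate controls were DMSO wells with enzyme for no effect and DMSO wells lacking enzyme for full effect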
SENP7 inh: blocks the human protease SENP7; inhibition, % at 5 µM; AID 434973; 330,000 compounds, 1.5% hits; recombinant SENP7, Z-RLRGG-aminoluciferin luminescence, 40 min; Q9BQF6;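 active = inhibition above about 50% at the single test dose, limit read from the data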;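 note: plate controls were DMSO with enzyme for no effect and no enzyme buffer wells for full effect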
SENP1 FRET inh: inhibitors of human SENP1 SUMO protease catalytic domain; Q9P0U3; recombinant SENP1 catalytic domain, CyPet-SUMO1-YPet FRET cleavage; inhibition, % at 10 µM; 360,000 compounds, 0.21% hits;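 active = inhibition at least 30% at 10 µM, raw YFP signal under a set limit, fluorescence ratio 0.5 to 1.5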;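 note: 0% = enzyme with DMSO and 100% = no enzyme wells; some results filed as inactive read as strong as hits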
Target sequence (Q9P0U3 419-644 limits assumed): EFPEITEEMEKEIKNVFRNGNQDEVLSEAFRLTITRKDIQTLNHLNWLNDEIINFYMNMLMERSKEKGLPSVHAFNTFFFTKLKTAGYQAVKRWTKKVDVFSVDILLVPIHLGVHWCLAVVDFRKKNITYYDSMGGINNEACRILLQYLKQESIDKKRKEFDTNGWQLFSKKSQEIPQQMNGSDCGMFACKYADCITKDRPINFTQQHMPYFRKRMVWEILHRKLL
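Material – human SENP1 catalytic domain · Input – SENP1 enzyme, 20 pM final · Compound dosing – single concentration of 10 µM compound, 0.5% DMSO final · Timing – enzyme reaction for 50 min at room temperature, dark · Measured by – FRET fluorescence in CFP and YFP emission channels · Control set – no-enzyme wells low, DMSO-plus-enzyme wells high control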
SENP8 block-1: SENP8 (human) protease inhibition | recombinant SENP8, Nedd8 substrate fluorescence | inhibition, % at 20 µM | 360,000 compounds, 0.64% hits | AID 602440; in the data active = inhibition mostly above about 40%, no sharp cut-off; inactive = mostly below about 27%
SENP8 block-2: blocks the human protease SENP8 | Q96LD8 | purified SENP8, Z-RLRGG-aminoluciferin cleavage, luminescence | inhibition, % at 10 µM | 330,000 compounds, 1.2% hits | AID 2540; in the data active = inhibition above about 50%
Starred values were filed as active, the others as inactive; nt = no result given.

SMILES	UBC13 polyUb	Apaf1 inhib	A3G deaminase	SENP6 inh	SENP7 inh	SENP1 FRET inh	SENP8 block-1	SENP8 block-2
CC(=O)Nc1ccc(NC(=O)C2C3C=CC(C3)C2C(=O)O)cc1 (stereo not drawn)	-2	6	-1	0	0	1	7	11
CCc1ccc(OCC(=O)c2c(O)c3ccccc3oc2=O)cc1	-11	3	-2	14	-4	2	-45	-3
O=C(NCCc1ccccc1)c1cccc(N2C(=O)C3CC=CCC3C2=O)c1 (stereo not drawn)	4	-12	-7	2	-4	-1	0	4
CCCCCCc1ccc(OCC(=O)OC)cc1OCC(=O)OC	8	13	-6	-23	0	-2	14	-8
Cc1c(C(=O)N(C)c2ccccc2Cl)cnn1-c1ccccc1	-9	8	0	6	-2	3	7	-13
COc1ccccc1N1CCN(C(=O)CSc2ncnc3c2cnn3-c2ccc(C)c(C)c2)CC1	2	-3	-7	27	4	nt	nt	42
CC(C)C[C@@]12C(=O)N(c3cccc(F)c3)C(=O)N1[C@H](c1ccc(F)cc1)[C@@H]1C(=O)N(C3CCCCC3)C(=O)[C@@H]12	-11	7	-6	-14	-3	1	15	-8
Cc1cc(C)nc(SCc2cc(=O)c(OC(=O)c3cccc([N+](=O)[O-])c3)co2)n1	-6	1	-6	-1	-5	2	14	-13
Cc1ccc(C(=O)N2CCC(C(=O)c3ccc(Cl)cc3)CC2)cc1	2	1	-7	-35	10	1	3	-4
CC(=O)NC(C)c1cc(Cl)c2ccccc2c1O (stereo not drawn)	63*	-2	-7	8	4	2	-358	0
COC(=O)C1=C(C)N(Cc2ccc(OC)c(OC)c2)C(=O)C1	0	-4	-8	15	2	1	19	-1
CCOC(=O)c1cc(-c2ccccc2)n(CC(=O)Nc2cc(OC)cc(OC)c2)c1C	-24	12	-4	-13	-8	1	2	-8
COc1ccc(-c2csc(Cc3nnc4n3CCCCC4)n2)cc1OC	10	-3	-7	10	7	2	17	-2
Cc1c(C(=O)N(Cc2ccco2)Cc2cccs2)oc2ccccc12	-13	-3	3	-10	3	-7	-9	-10
CC(=O)O[C@H]1CC[C@@]2(C)C(=CC[C@H]3[C@@H]4CC[C@H](C(C)=O)[C@@]4(C)CC[C@@H]32)C1	-3	13	-5	-28	-9	-1	12	-7
O=C(NCCc1ccc(Cl)cc1)c1n[nH]c2ccccc12	-5	17	-20	-40	-14	-1	9	-17
O=C(NCc1ccncc1)c1ccc(Cl)c(S(=O)(=O)N2CCCCC2)c1	4	6	-10	1	-4	0	2	3
CCCCn1c(C(C)NC(=O)CCC)nc2ccccc21 (stereo not drawn)	-6	8	0	-10	0	3	18	-8
CCCN(CCC)CCCNC(=O)C1CCN(S(=O)(=O)c2cccc3nsnc23)CC1	-2	0	-5	-1	7	2	11	-8
COc1cc(C(=O)NCC(=O)NCCSc2ccc(Br)cc2)cc(OC)c1OC	2	6	-2	1	2	-1	3	12

Entries listed so far that contain a halogen:
SMILES	UBC13 polyUb	Apaf1 inhib	A3G deaminase	SENP6 inh	SENP7 inh	SENP1 FRET inh	SENP8 block-1	SENP8 block-2
Cc1c(C(=O)N(C)c2ccccc2Cl)cnn1-c1ccccc1	-9	8	0	6	-2	3	7	-13
CC(C)C[C@@]12C(=O)N(c3cccc(F)c3)C(=O)N1[C@H](c1ccc(F)cc1)[C@@H]1C(=O)N(C3CCCCC3)C(=O)[C@@H]12	-11	7	-6	-14	-3	1	15	-8
Cc1ccc(C(=O)N2CCC(C(=O)c3ccc(Cl)cc3)CC2)cc1	2	1	-7	-35	10	1	3	-4
CC(=O)NC(C)c1cc(Cl)c2ccccc2c1O (stereo not drawn)	63*	-2	-7	8	4	2	-358	0
O=C(NCCc1ccc(Cl)cc1)c1n[nH]c2ccccc12	-5	17	-20	-40	-14	-1	9	-17
O=C(NCc1ccncc1)c1ccc(Cl)c(S(=O)(=O)N2CCCCC2)c1	4	6	-10	1	-4	0	2	3
COc1cc(C(=O)NCC(=O)NCCSc2ccc(Br)cc2)cc(OC)c1OC	2	6	-2	1	2	-1	3	12

An excerpt from above in order of their number in SENP8 block-1, descending:
SMILES,SENP8 block-1
CCCCn1c(C(C)NC(=O)CCC)nc2ccccc21 (stereo not drawn),18
Cc1ccc(C(=O)N2CCC(C(=O)c3ccc(Cl)cc3)CC2)cc1,3
CCOC(=O)c1cc(-c2ccccc2)n(CC(=O)Nc2cc(OC)cc(OC)c2)c1C,2

The list goes on.
SMILES	UBC13 polyUb	Apaf1 inhib	A3G deaminase	SENP6 inh	SENP7 inh	SENP1 FRET inh	SENP8 block-1	SENP8 block-2
COc1ccc(N2CCN(C(=O)c3c(Cl)cnn3C)CC2)cc1	-9	4	1	17	-1	-1	2	6
O=C(NC1CCCCCC1)C(=S)N1CCOCC1	-10	-13	54*	-9	4	1	23	-4
CC(C(=O)Nc1ccc(F)c(F)c1)N1CCN(C)CC1 (stereo not drawn)	4	-5	-6	13	-4	0	18	4
O=C(COc1ccc2c(-c3ccccc3)cc(=O)oc2c1)NC(Cc1c[nH]c2ccccc12)C(=O)O (stereo not drawn)	-5	-4	-7	9	1	-21	12	4
Cc1noc(C)c1CN1C(=O)NC2(CCc3ccccc3C2)C1=O (stereo not drawn)	5	1	-3	-8	6	4	-2	-2
O=C(NC(C(=O)N1CCCC1C(=O)O)=C1CCCCC1)c1ccccc1 (stereo not drawn)	9	-3	-4	-22	-5	-2	12	-10
C/C(=N\Nc1ccc(F)cc1F)c1cccs1	-7	-6	0	23	2	nt	nt	10
CN(Cc1ccc(C(F)(F)F)cc1)C(=O)c1ccc2ccccc2n1	3	15	-4	-33	4	0	9	-3
Cc1ccc(S(=O)(=O)/N=C/c2ccc(N(C)C)cc2)cc1	-5	1	-8	-37	2	-18	-282	2
CC1CCCCN1C(=O)CSc1nc(N)cc(=O)[nH]1 (stereo not drawn)	4	-5	-8	-13	1	-1	17	-8
COc1ccc(CN2CCNC(=O)C2CC(=O)N(C)Cc2ccno2)c(F)c1 (stereo not drawn)	-1	1	-5	-4	13	-12	-21	-15
CC(NC(=O)c1ccccc1)C(=O)NC1CCCc2ccccc21 (stereo not drawn)	-4	12	-10	-14	8	1	6	-9
O=C1/C(=C/c2ccc(O)c([N+](=O)[O-])c2)SC(=S)N1Cc1ccccc1	-201	-1	-4	95*	30	38*	41*	92*
Cc1cc(NC(=O)c2cccc([N+](=O)[O-])c2)no1	2	-5	-4	-21	-3	0	11	-5
CCOC(=O)N1CCN(CC(O)COC2CC(C)CC(C)(C)C2)CC1 (stereo not drawn)	0	-9	-5	-17	1	2	7	-2
CCOC(=O)CN1C(=O)S/C(=C\c2ccc(-c3cccc(C(=O)O)c3C)o2)C1=O	-7	-15	-5	55*	35	-32	-181	48
CN(C)S(=O)(=O)c1cc(NC(=O)c2ccc(-n3ccnc3)c([N+](=O)[O-])c2)ccc1Cl	3	7	-5	-5	-1	-4	4	3
CCc1ccc(NC(=O)COC(=O)/C=C/c2ccco2)cc1	-28	9	10	-7	-10	2	10	-13
Cc1ccc(-c2nc(N/N=C/c3ccncc3)c3ccccc3n2)cc1	-2	13	-8	88*	89*	-2	-68	89*
CCC(C)NS(=O)(=O)c1cc2c3c(c1)CCN3C(=O)CC2 (stereo not drawn)	-9	-3	-4	-5	11	0	24	-2
CCOc1ccc(-n2c(C)nc(O)c2N=Nc2ccccc2)cc1	-6	11	-2	-2	6	10	43*	3
CC1(C)Cc2c(c(N3CCOCC3)nc3sc4c(NCc5ccco5)nnnc4c23)CS1	7	11	-5	-14	-1	-23	-78	0
COc1cc(OC)c2c(c1)OC(=O)CC2c1ccc(C)cc1 (stereo not drawn)	nt	14	-1	nt	-7	1	5	nt
CN(Cc1c(F)cccc1Cl)C(=O)C1=CC=CN2CCS(=O)(=O)N=C12	-6	2	-4	-24	14	2	-171	2
Cc1ccc(-c2onc(C)c2C)cc1S(=O)(=O)N1CCOc2ccccc21	-4	25	2	5	-6	0	12	6
O=C(Nc1ccccc1)c1ccccc1N=Cc1ccccc1O	17	0	-1	14	1	-3	-406	-2
O=C(NCc1ccccc1F)C(=O)NCC1OCCCN1S(=O)(=O)c1cccs1 (stereo not drawn)	1	14	-2	-7	4	0	8	-1
CC(=O)OC1=C(O)C(=O)c2ccccc2C1=O	-120	59*	2	25	34	nt	nt	9
N#Cc1ccc(S(=O)(=O)NC[C@H]2O[C@@H](n3cnc4c(N)ncnc43)[C@H](O)[C@@H]2O)cc1	nt	0	1	nt	-3	3	10	nt
CCc1cc[n+](C2=C([O-])c3ccccc3C(=O)/C2=N\S(=O)(=O)c2cccs2)cc1	-105	68*	6	84*	47	9	90*	53*
CC(=O)c1ccc(S(=O)(=O)N2CCN(C(=O)CSC(=S)N3CCCC3)CC2)cc1	-2	7	-7	-10	-3	-1	-17	0
C[n+]1ccc(C(=O)NCc2ccccc2)cc1	1	-1	22	-13	-16	-2	12	3
Cc1onc(-c2ccccc2Cl)c1C(=O)Nc1nc2c(s1)CCCC2	-12	32	-7	-6	-9	5	-39	-5
OCCC1CN(CC#Cc2ccccc2)CCN1C1CCCC1 (stereo not drawn)	-3	-6	-6	-8	1	-1	10	-6
O=C(Nc1cccc(-c2csc(Nc3ccc(Cl)cc3)n2)c1)c1ccccc1	-12	-1	-3	-13	10	0	12	-15
OC(COc1ccc(Br)cc1)CN1CCN(c2ccccc2)CC1 (stereo not drawn)	8	2	-6	-8	4	1	3	1
CCc1ccc(-c2nnn(CC(=O)N(C3CCCC3)C3CCS(=O)(=O)C3)n2)cc1 (stereo not drawn)	18	-1	-6	-4	1	1	14	-9
O=C(CCl)NNc1cccc(Cl)n1	-5	6	-5	4	-9	-1	16	-6
Cc1ccc(N(C(=O)CNC(=O)c2ccco2)C(C(=O)NCC2CCCO2)c2ccccc2)c(C)c1 (stereo not drawn)	6	1	-5	-6	-2	4	6	1

Screening data as filed in PubChem BioAssay.
